Compound activity (PubChem BioAssay)
esBAF inh: SWI/SNF esBAF complex inhibition. mouse ES cells, Bmi1-luciferase knock-in reporter, 24 h; 100% = twice the neutral-well signal. reporter increase, % at 12.5 µM. 350,000 compounds, 2% hits. AID 602393; in the data active = activation above about 40%;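 also: 0% = median of the plate's neutral control wells and 100% = double that signal; a rise in the Bmi1 reporter signal indicates esBAF inhibition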
RAD54 branch: inhibitors of human RAD54 branch migration | RAD54 Holliday junction branch migration, FAM/BHQ fluorescence | 360,000 compounds, 0.14% hits | AID 602329 | inhibition, % at 10.4 µM;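 active = mean normalized replicate activity at least 40 and at least half of replicates scoring 40 or more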;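 also: 0% = median of neutral control wells and 100% = median of positive control wells; inhibitors cause a drop in the FAM fluorescence signal; in these data hits start at about 50%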
Target sequence (Q92698 whole entry, looked up): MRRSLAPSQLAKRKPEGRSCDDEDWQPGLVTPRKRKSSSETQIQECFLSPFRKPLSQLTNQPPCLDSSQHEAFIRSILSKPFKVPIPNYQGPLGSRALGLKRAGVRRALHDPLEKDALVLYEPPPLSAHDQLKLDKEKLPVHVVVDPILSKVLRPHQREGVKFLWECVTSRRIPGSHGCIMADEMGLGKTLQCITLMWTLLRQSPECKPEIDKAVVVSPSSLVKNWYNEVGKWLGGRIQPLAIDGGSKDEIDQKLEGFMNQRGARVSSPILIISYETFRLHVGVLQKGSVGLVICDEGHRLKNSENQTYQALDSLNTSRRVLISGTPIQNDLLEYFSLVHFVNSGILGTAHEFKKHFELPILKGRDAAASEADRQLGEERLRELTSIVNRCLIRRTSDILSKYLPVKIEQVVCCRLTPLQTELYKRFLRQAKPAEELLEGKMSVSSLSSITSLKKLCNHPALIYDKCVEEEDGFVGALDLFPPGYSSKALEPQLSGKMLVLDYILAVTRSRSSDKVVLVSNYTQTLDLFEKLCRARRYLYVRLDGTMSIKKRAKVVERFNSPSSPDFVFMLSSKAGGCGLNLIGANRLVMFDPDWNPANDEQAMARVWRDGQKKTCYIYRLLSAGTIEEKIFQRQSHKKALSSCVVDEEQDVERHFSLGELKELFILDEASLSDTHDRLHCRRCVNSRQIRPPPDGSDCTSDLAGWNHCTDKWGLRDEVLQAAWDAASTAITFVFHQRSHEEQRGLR
Active calls of the source: *. Some of the compounds tested; count on the stated rates, not on these rows.

SMILES	esBAF inh	RAD54 branch
CN1CCOCCOCCN(C)C(=O)N2CCOCCOCCN(CCOCC2)C1=O	0	-1
O=S(=O)(Cc1ccc(Cl)cc1)NCC1CCCO1 (centres undefined)	-2	-11
COc1ccc(/C=N/n2c(C)nnc2C)c(OC)c1OC	0	0
CCN1CCN(C(=O)CN(c2cc(OC)ccc2OC)S(C)(=O)=O)CC1	2	0
COc1ccccc1-c1sc2ccccc2c1-c1ccc(OCCN2CCCCC2)cc1	-15	6
Cn1c(=O)c2c(ncn2Cc2ccc(Cl)c(Cl)c2)n(C)c1=O	8	-4
CCO/N=C(/c1nonc1N)N1CCN(c2ccc([N+](=O)[O-])cc2)CC1	-6	-7
Clc1ccc(CO/N=C/c2c(-c3ccccc3)nc3n2CCS3)c(Cl)c1	-7	-19
CCCn1c(SCC(=O)c2cc(OC)ccc2OC)nc2c1c(=O)n(C)c(=O)n2C	3	-14
Cn1c(Cc2ccc3c(c2)OCO3)nnc1SCC(=O)N1CCc2ccccc2C1	-2	1
N#Cc1c(NC(=O)Cn2c(=O)oc3ccccc32)oc(-c2ccccc2)c1-c1ccccc1	-3	16
O=C(NC(Cc1ccccc1)C(=O)OCC(=O)N1CCc2ccccc21)c1ccco1 (centres undefined)	3	1
O=C(NCc1ccc(F)cc1)c1ccc(CS(=O)(=O)Cc2ccccc2F)o1	5	-7
Cc1cc(C2C(C#N)=C(N)OC3=C2C(=O)CCC3)c(C)s1 (centres undefined)	26	-4
O=C(NCCSCc1ccco1)c1ccc(CN2CCOCC2)cc1	22	-8
Cc1ccc(-c2nnc(SCc3nc4ccccc4[nH]3)n2Cc2ccco2)cc1	0	-2
COc1ccc(-c2nnn(CC(=O)c3ccc4c(c3)OCCO4)n2)cc1OC	-6	-2
Cc1ccc(-n2nc3c(N4CCC(C(=O)NCc5ccccc5C)CC4)nnc(C)c3c2C)cc1	5	-8
COc1ccc(-c2nnc(N(C)C(=O)C3CCOC3)s2)cc1 (centres undefined)	22	-13
Cc1c(Cl)cccc1NC(=O)CSc1nnc(CCNC(=O)OC(C)(C)C)o1	-3	-1

Molecules above that have an aryl thioether with sulfur outside any ring, in the order listed:
SMILES	esBAF inh	RAD54 branch
CCCn1c(SCC(=O)c2cc(OC)ccc2OC)nc2c1c(=O)n(C)c(=O)n2C	3	-14
Cn1c(Cc2ccc3c(c2)OCO3)nnc1SCC(=O)N1CCc2ccccc2C1	-2	1
Cc1ccc(-c2nnc(SCc3nc4ccccc4[nH]3)n2Cc2ccco2)cc1	0	-2
Cc1c(Cl)cccc1NC(=O)CSc1nnc(CCNC(=O)OC(C)(C)C)o1	-3	-1

Next part:
SMILES	esBAF inh	RAD54 branch
COc1ccc(-c2noc(-c3ccccc3C(=O)Nc3cccc(OC)c3)n2)cc1	12	-1
CNc1nc(Sc2ccc(C)cc2)cc(C(F)(F)F)n1	1	-11
CSCCC(C(=O)NC1=NCCS1)N1C(=O)c2ccccc2C1=O (centres undefined)	-6	-2
O=C(N/N=C/C1CC=CCC1)c1cc2ccccc2cc1O (centres undefined)	2	-5
CN1CC=C2C(C#N)=C(N)C(C#N)(C#N)[C@H](c3cccc(Cl)c3)C2C1 (some centres undefined)	-2	-37
COc1ccc(CN2CN(C(C)C)CSC2=S)cc1	4	-3
CCc1nc2c(c(=O)[nH]1)C1(CCCC1)Cc1ccccc1-2	-11	4
CCN(CC)S(=O)(=O)c1ccc(C(=O)NC2=C(C(=O)OC)SCC2)cc1	-2	0
COc1ccc(C2CC(c3ccccc3)Nc3nc(NC(=O)c4cccs4)nn32)cc1 (centres undefined)	-1	-1
O=C(NCC1COc2ccccc2O1)C1CCCN(S(=O)(=O)c2cccc3nsnc23)C1 (centres undefined)	-6	-6

Profiles from above. Values in the order: esBAF inh	RAD54 branch
Entry for CCN1CCN(C(=O)CN(c2cc(OC)ccc2OC)S(C)(=O)=O)CC1 → 2	0
Entry for COc1ccc(C2CC(c3ccccc3)Nc3nc(NC(=O)c4cccs4)nn32)cc1 (centres undefined) → -1	-1
Entry for O=C(NCCSCc1ccco1)c1ccc(CN2CCOCC2)cc1 → 22	-8
Entry for CN1CCOCCOCCN(C)C(=O)N2CCOCCOCCN(CCOCC2)C1=O → 0	-1
Entry for Cc1ccc(-n2nc3c(N4CCC(C(=O)NCc5ccccc5C)CC4)nnc(C)c3c2C)cc1 → 5	-8

More records follow.
SMILES	esBAF inh	RAD54 branch
Cc1ccc(Oc2ncccc2/C=N/O)cc1	-7	-1
CC1(C)NC(=O)N(CCSc2ccc(Cl)cc2)C1=O	0	7
CN(CC(=O)Nc1cccc(F)c1)C(=O)c1cc2c(s1)CCCCC2	5	-5
CCOCCCNC(=O)C1c2ccccc2C(=O)N2CCc3ccccc3C12 (centres undefined)	-4	9
CCSc1nnc(NC(=O)C(CC)(C(F)(F)F)C(F)(F)F)s1	-12	-3
O=C1CCCN1CN(C(=O)c1ccc2c(c1)OCO2)c1ccc(F)cc1	-2	6
COc1ccc(CN(Cc2ccncc2)C(=O)CCC(=O)O)cc1	-2	11
Cc1ccc(C)c(Cn2c(C(C)O)nc3ccccc32)c1 (centres undefined)	-3	3
CCOc1cccc(Oc2ncccc2C(=O)/C(C#N)=C/N(C)C)c1	3	-11
COC(=O)c1ccc2c(c1)NC(=O)C1CCCN21 (centres undefined)	9	-2
Cc1ccc(SCc2nc(-c3ccncc3)no2)cc1	18	-4
N/C(COc1cccc(Cl)c1)=N\NS(=O)(=O)c1ccccc1	-9	4
CCOC(=O)C1=C(C)C(c2ccccc2OC)NC(=O)N1 (centres undefined)	-4	-1
Cc1ccc(NS(=O)(=O)c2cc(C(=O)N3CCOCC3)ccc2C)cc1C	-11	-15
Cc1ccc(C)c(S(=O)(=O)C(C#N)c2nc3ccccc3nc2N2CCOCC2)c1 (centres undefined)	-2	-2
O=C(Nc1ccc(/C=C/c2nc3ccccc3o2)cc1)c1c(F)cccc1F	-4	1
CC(=NCCCn1ccnc1)C1=C(O)c2ccccc2C1=O	-1	4
COc1ccccc1C(c1nnnn1C1CCCC1)N1CCN2CCCC2C1 (centres undefined)	2	4
CCC(C)N=C1SCC(C)(/C=N/O)S1 (centres undefined)	-3	-17
c1cncc(-c2nn3cnnc3s2)c1	-4	0
Cc1ccc(-n2nnnc2SCC(=O)Nc2ccccc2N2CCCCC2)cc1C	-8	-6
O=C1OC(c2ccccc2)/C(=C(/O)c2ccccc2)C1=O (centres undefined)	12	1
CCC(=O)N1CCN=C1SCc1ccc(Cl)cc1	-3	-11
CC(NC(=O)c1cc(-c2ccc3c(c2)OCO3)nc2ccccc12)C(C)(C)C (centres undefined)	-2	15
Cc1ccc2c(c1)N(CCC(=O)NCc1cccnc1)C(=O)CO2	2	6
O=C(CC1(O)C(=O)Nc2ccc(Br)cc21)c1ccc2c(c1)OCO2 (centres undefined)	3	-9
Cc1cccc(NC(=O)N2CCN(Cc3ccccc3)CC2)c1	26	-4
COc1ccc(C(=O)c2ccc(Cl)cc2)c2ccccc12	-2	-2
CC(C)(C)c1ccc(C(=O)N/C(N)=N/c2nc3ccccc3o2)cc1	1	-2
CSc1ccccc1NC(=O)c1cc(C(C)C)on1	78*	7
CC(Sc1ccccn1)C(=O)Nc1ccc(S(N)(=O)=O)cc1 (centres undefined)	-6	3
O=C1C(=O)N(CCN2CCOCC2)C(c2ccccn2)/C1=C(/O)c1ccccc1 (centres undefined)	5	4
CCC(C)(C)n1c(=O)[nH]c2c(c1=O)CCC2	-5	11
NS(=O)(=O)c1ccc(NC(=O)CSC2=NC(=O)C(c3ccccc3)C(=O)N2)cc1 (centres undefined)	2	4
COc1ccc(NC2CC(=O)N(c3cccc(C)c3)C2=O)cc1 (centres undefined)	24	1
COc1ccc(/C=C/C(=O)c2ccccc2O)cc1CN1CCOCC1	8	6
CCOCC(=O)Nc1cc(OC)c(Cl)cc1OC	-5	5
Cc1ccc(N/C(N)=N/c2nc3c(c(=O)[nH]2)CCCC3)c(C)c1	6	-1
COc1ccc2nc(C)cc(SCC(=O)Nc3c(C)cc(C)cc3C)c2c1	-3	-7
COc1ccc(OC)c(N(CC(=O)NCc2ccccn2)S(C)(=O)=O)c1	10	4

Sorted by the number under esBAF inh (descending): 3 from the list above
smiles	esBAF inh
COc1ccc(OC)c(N(CC(=O)NCc2ccccn2)S(C)(=O)=O)c1	10
CCC(C)(C)n1c(=O)[nH]c2c(c1=O)CCC2	-5
CC(Sc1ccccn1)C(=O)Nc1ccc(S(N)(=O)=O)cc1 (centres undefined)	-6

The results go on:
SMILES	esBAF inh	RAD54 branch
COc1ccc(C2=Nn3c(nnc3-c3ccncc3)SC2)cc1OC	-13	2
COc1cc(C)c2occ(/C(C)=N\O)c2c1	-5	-7
O=S(=O)(c1cccc(-n2cnnn2)c1)N1CCOCC1	3	5
CCCNC(=S)NC1CCCC1	3	-4
Cc1cccc(N2C(=O)CC(Sc3nnc(C)s3)C2=O)c1 (centres undefined)	-2	-11
O=C(COc1ccc2c(c1)CCC2)N1CCc2ccccc21	78*	-13
O=C1c2ccccc2CC1(Cc1ccccc1)Cc1ccccc1	3	-3
CC(C)(C)N1C(=O)c2ccc(C(=O)O)cc2C1=O	0	-15
Cc1ccc2nsnc2c1S(=O)(=O)N1CCCC1	1	-4
Cc1cccc(OCc2nnc(SCC(=O)N3CCN(c4ccccc4)CC3)o2)c1C	-1	-5
O=C(CCCCn1c(=O)[nH]c2ccccc2c1=O)NCCC1=CCCCC1	5	1
COc1c(S(=O)(=O)N2CCCC2)ccc(Cl)c1Cl	-7	-7
CC(C)(C)c1ccccc1N=Cc1ccc2ccccc2n1	-12	-4
Cc1cc(C(C)(C)C)nc2[nH]n(-c3ccccc3)c(=O)c12	-2	1
O=C(CSc1nc2nc(-c3cccs3)cc(C(F)(F)F)c2c(=O)[nH]1)NCc1ccco1	3	-7
CC(C)C[C@H](NC(=O)OC(C)(C)C)C(=O)N/N=C/c1ccc2nccnc2c1	3	2
CC(C)Cn1c(SCc2nnc(-c3cccs3)o2)nc(O)cc1=O	-6	8
CCOC(=O)C1=C2N(C)c3ccccc3N2CCC1=O	-6	11
CCc1[nH]c(=O)c(C#N)c2c1COC(C)(C)C2	0	-8
Cc1cc(C(=O)CN2C(=O)NC3(CCCc4ccccc43)C2=O)c(C)n1C (centres undefined)	0	-4
COc1ccc(S(=O)(=O)N(n2c(C)nnc2-n2nc(C)cc2C)S(=O)(=O)c2ccc(OC)cc2)cc1	0	-2
CCN(CC(=O)NCc1cccs1)c1ccc(S(=O)(=O)N2CCOCC2)cn1	1	1
CCCCN(Cc1cc2cc(OC)ccc2[nH]c1=O)C(=O)c1ccccn1	-2	-3
CCOc1ccc(C(CC(=O)O)NC(=O)c2ccco2)cc1 (centres undefined)	2	-5
COc1ccc(OC)c(S(=O)(=O)n2nnc3ccccc32)c1	3	-4
CC1(C)Oc2ccc(C(=O)NC3CCCC3)cc2N(CC(=O)NC2CCCC2)C1=O	0	-1
c1ccc(CCn2nnnc2CN2CCc3ccccc32)cc1	1	-6
CCOc1ccccc1N(C(=O)c1ccco1)C(C(=O)NC1CCCC1)c1cccnc1 (centres undefined)	-9	3
CCN(CC)S(=O)(=O)c1cccc(C(=O)N[C@H](C(=O)NCc2ccc(Cl)cc2)C(C)C)c1	16	1
CCOc1cc2[nH]c(=O)n(CCC(=O)N3CCN(c4ccccc4OC)CC3)c(=O)c2cc1OCC	2	5
Cc1cccc(CNC(=O)c2ccc(NC(=O)C3=CSCCO3)cc2)c1	33	-4
Cc1cccc(N2CCCn3c2nc2c3c(=O)n(CCN3CCOCC3)c(=O)n2C)c1	-11	0
CCC(=O)c1ccc(OCCN2CCOCC2)cc1	4	-4
O=[N+]([O-])c1cc2c(c(CSc3nnc(Nc4ccccc4)s3)c1)OCOC2	-18	-1
CCOC(=O)c1sc(=S)n(C)c1C	-10	-7
O=C(C1CCN(S(=O)(=O)c2cnc[nH]2)CC1)N1CCc2ccccc2C1	-6	10
CCOc1ccc(-c2noc(-c3cccnc3)n2)cc1OC	-8	-1
Cc1ccc(C(=O)NCCCn2ccnc2)o1	-8	-5
Cc1cccc(N2C(=O)CC(SC(=Nc3ccccc3)Nc3ccccc3)C2=O)c1 (centres undefined)	-2	-2
Cc1cc(C)c(S(=O)(=O)c2ccccc2)c(OC(=O)c2c(F)cccc2Cl)n1	0	12
CCOC(=O)CSc1nc2c(c(-c3ccc(C)o3)c1C#N)CCCC2	2	-1
Cc1cc(C(=O)NNC(=S)NCC(C)C)no1	-3	-5
CSc1nc2ccccc2c(=O)n1N	3	12
Cc1onc(C(=O)N2CCC(C(N)=O)CC2)c1-c1ccccc1Cl	-10	-4
CC1CCCCC1NC(=O)C1CCN(C(=O)NC2CCCCC2)CC1 (centres undefined)	-3	-11
c1ccc(-c2csc3ncnc(NCCCN4CCOCC4)c23)cc1	-36	3
CCCCN(C)S(=O)(=O)c1cc(Br)cc2c1N(C(=O)C1CC1)CC2	-8	-2
CN(C)CCSc1nc(-c2ccccc2)nc2c1COC(C)(C)C2	3	2
CC(C)C(=O)Nc1nnc(SCC(=O)NC2CC2)s1	-2	-4
CC1=C(C)CC(C(=O)c2ccc(C)cc2)C(C(=O)O)C1 (centres undefined)	3	-6

Next structures.
SMILES	esBAF inh	RAD54 branch
Cc1ccc(C(=O)c2c(NC(=O)c3ccccc3C)sc(C)c2C)cc1	-26	1
COC(=O)c1ccc(-c2nc3cc(N)ccc3o2)cc1	-32	1
CC(C)c1ccc(C(C(=O)NC2CCCC2)N(C(=O)CNC(=O)c2ccco2)c2cccnc2)cc1 (centres undefined)	-5	5
O=C(OCc1ccco1)c1ccc(S(=O)(=O)N2CCCCC2)cc1	6	4
O=C(OC(C(=O)NCc1ccc2c(c1)OCO2)c1ccc(Cl)cc1)c1ccco1 (centres undefined)	-1	-5
O=S(=O)(c1ccc(OCC(O)CN2CCCC2)cc1)N1CCOCC1 (centres undefined)	1	-10
O=S(=O)(c1ccccc1)N1CCN(C2CCN(Cc3ccccc3)CC2)CC1	-3	-5
CC1(C)Cc2c(c(N3CCCCC3)[nH]c(=S)c2C#N)CS1	-8	-6
O=C(CCC(=O)OCc1cccc(C(=O)Oc2ccccc2)c1)Nc1cccc2ccccc12	2	4
